Screening results: PubChem, National Center for Advancing Translational Sciences (NCATS)
SW480 rerep: DNA re-replication induction in SW480 cells. SW480 DNA re-replication, Hoechst DNA content imaging, 48 h. Potency, µM (series often up to 46.1 µM), inactives show at the top dose re-replication activation, actives largely listed as activators. 1.8% of 340,000 active. AID 624297; also: potency is read from the fitted curve at half-maximal effect; % of control where 0% means no effect; nearly all actives have a fitted effect of over 55% in size
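Hoechst fluorescence of nuclei (405 nm excitation, 500-530 nm emission) measured by plate-scanning imager after 48 hr compound exposure at 37 C; re-replication scored as increased number of nuclei with elevated intensity.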
HT1080-NT tox: kills 2HG-producing HT-1080-NT fibrosarcoma cells; 1.6% of 360,000 active; HT-1080-NT fibrosarcoma viability, CellTiter-Glo ATP luminescence, 48 h; Potency, µM (series often up to 46.1 µM), without a hit: top-dose activity, negative = less viability, usual class: cytotoxic;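 also: NT is the 2HG producing partner of a matched IDH1 knockdown line; potency is read from the fitted curve at half-maximal effect; 0% = DMSO-treated cells and -100% = media-only wells without cells; nearly all actives have a fitted effect of over 55% in size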
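Fibrosarcoma NT cells, 750 per well in 5% FBS RPMI, were exposed to compound for 48 hours. Viability: CellTiter-Glo luminescence.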
GLP-1R agonist: GLP-1 receptor (human) agonism. HEK293 GLP-1R CRE-luciferase, luminescence, 4-6 h; cells express a hypersensitive GLP-1R form. Potency, µM (doses to about 45.6 µM), without a hit: top-dose activation, actives largely listed as activators. 0.007% of 380,000 active. AID 624172; also: potency is read from the fitted curve at half-maximal effect; % of control where 0% means no effect
Target sequence (P43220 whole entry, looked up): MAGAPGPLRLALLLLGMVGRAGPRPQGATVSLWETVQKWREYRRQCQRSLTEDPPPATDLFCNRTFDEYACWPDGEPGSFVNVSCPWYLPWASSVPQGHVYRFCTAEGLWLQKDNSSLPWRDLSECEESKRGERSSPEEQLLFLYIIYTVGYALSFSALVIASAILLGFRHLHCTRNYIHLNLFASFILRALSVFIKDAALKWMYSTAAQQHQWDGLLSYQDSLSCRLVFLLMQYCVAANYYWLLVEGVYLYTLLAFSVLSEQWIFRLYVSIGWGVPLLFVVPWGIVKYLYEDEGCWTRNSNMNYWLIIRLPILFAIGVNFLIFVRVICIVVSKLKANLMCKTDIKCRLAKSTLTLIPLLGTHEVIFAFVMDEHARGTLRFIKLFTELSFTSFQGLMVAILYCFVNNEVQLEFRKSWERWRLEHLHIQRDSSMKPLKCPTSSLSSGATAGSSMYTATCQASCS
D3 antag: antagonists of human D3 dopamine receptor | D3R cells, DiscoveRx beta-arrestin luminescence, antagonist mode; active compounds read low | max response, negative = inhibition, % | 2.5% of 360,000 active | AID 652054; in the data active = max response below about -50%; inconclusive = no clear call, values can overlap the other calls; also: % is scaled to controls: 0 for no effect and ±100 for the full control effect; mostly tested at two doses, the higher about 12 µM
Target sequence (P35462 whole entry, looked up): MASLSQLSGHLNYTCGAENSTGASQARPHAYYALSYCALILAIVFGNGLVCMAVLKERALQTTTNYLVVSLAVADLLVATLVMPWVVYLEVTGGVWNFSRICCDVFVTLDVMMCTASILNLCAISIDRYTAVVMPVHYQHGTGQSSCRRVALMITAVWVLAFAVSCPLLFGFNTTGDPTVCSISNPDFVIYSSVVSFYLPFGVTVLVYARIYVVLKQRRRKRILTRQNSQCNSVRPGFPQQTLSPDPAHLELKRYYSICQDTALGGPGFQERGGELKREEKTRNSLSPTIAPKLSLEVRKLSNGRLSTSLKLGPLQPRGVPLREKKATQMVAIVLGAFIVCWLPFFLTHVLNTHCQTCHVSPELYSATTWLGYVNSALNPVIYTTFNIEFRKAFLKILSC
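Cells expressing the human receptor were seeded at 1500 cells/well, incubated overnight at 37 degrees C in 5% CO2, then exposed to library compounds with dopamine controls for 90 minutes at 37 degrees C before luminescent detection.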
KB-V1 MDR tox: KB-V1 MDR subline cytotoxicity. KB-V1 MDR cells viability, CellTiter-Glo, 72 h. 3.4% of 400,000 active. Potency, µM (series often up to 46.1 µM), for the others: at the top dose activity change, negative = cytotoxicity, actives largely listed as cytotoxic. AID 1347076; also: potency is read from the fitted curve at half-maximal effect; % is scaled to controls: 0 for no effect and ±100 for the full control effect; nearly all actives have a fitted effect of over 60% in size
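Drug-selected KB-V1 cells, grown in DMEM lacking phenol red with 10% FBS, receive compound titrations; after three days at 37 degrees C, surviving cell ATP is quantified by CellTiter-Glo luminescence and responses normalized and curve-fitted.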
KB-3-1 tox: kills parental KB-3-1 adenocarcinoma cells | KB-3-1 viability, CellTiter-Glo ATP luminescence, 72 h | AID 1347075 | Potency, µM (doses to about 46.1 µM), without a hit: top-dose activity change, negative = cytotoxic, actives largely listed as cytotoxic | 1.4% of 400,000 active; also: potency is read from the fitted curve at half-maximal effect; % is scaled to controls: 0 for no effect and ±100 for the full control effect; nearly all actives have a fitted effect of over 60% in size
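KB-3-1 parental drug-naive adenocarcinoma cells in DMEM/10% FBS, incubated 72 h at 37 C with pin-transferred compounds across a concentration series. Viability by CellTiter-Glo luminescence; concentration-response curves fitted after normalization.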
DRD3 agonist: D3 dopamine receptor (human) agonism. P35462. D3R DiscoveRx beta-arrestin cells, luminescence, 90 min. max activation, %. 0.58% of 410,000 active. AID 652048; in the data active = max activation above about 30%; also: 0% is about no effect; mostly tested at two doses, the higher about 12 µM
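Cells at 1500/well, incubated overnight, then treated with pinned compounds (dopamine as control) for 90 min at 37 degrees C. DiscoveRx reagent added for 30 - 60 minutes at room temperature; luminescence read.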
IL-1B inflam inh: inhibitors of inflammasome signaling (IL-1 beta secretion). THP-1 LPS/ATP IL-1B secretion, AlphaLISA, 16 h; active compounds read low. activity change, % at 57.5 µM. 4.7% of 360,000 active. AID 743279; in the data active = activity change below about -50%; inconclusive = mostly about -30% to -49%; also: % is scaled to controls: 0 for no effect and ±100 for the full control effect
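Secreted IL-1B measured by AlphaLISA bead assay after 16 h compound exposure of THP-1 cells; compounds (final up to 57.5 uM) added 1 h before LPS (250 ng/mL) and ATP (1.25 mM) stimulation; lower signal means less secretion.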
HT1080 IDH1KD tx: kills HT-1080 cells with IDH1 knockdown. HT-1080 IDH1 knockdown viability, ATP luminescence, 48 h. Potency, µM (series often up to 46.1 µM), for the others: at the top dose activity, negative = toxicity, hits mostly cytotoxic. 2% of 360,000 active. AID 686971;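 also: potency is read from the fitted curve at half-maximal effect; 0% = DMSO wells and -100% = cell-free medium wells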
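Assay cells: HT-1080 with IDH1 knockdown, 750 per well, RPMI/5% FBS. Exposure: 48 h at 37 °C following 2 h pre-incubation. Read: CellTiter-Glo luminescence; fitted concentration-response, curve class assigned.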
The depositor's hits bear a star; ? = inconclusive; · = not tested or not shown; [ ] = another dose, or the depositor's remark. Unless noted, calls follow the shape of the dose curve; as a rule, active = well fitted curve in the direction sought with a large enough effect; inconclusive = small, poorly fitted or top-dose-only effect, or another doubt; inactive = no such curve, though single readings can be large; an effect the other way counts as inactive or inconclusive.

Value order: SW480 rerep, KB-V1 MDR tox, D3 antag, DRD3 agonist, HT1080 IDH1KD tx, GLP-1R agonist, KB-3-1 tox, HT1080-NT tox, IL-1B inflam inh
CCCCCn1c(=O)[nH]c2cc(C(=O)Nc3ccc(OC)cc3)ccc2c1=O
  3%, -3%, 11, 8, -9%, 0%, -2%, -14%, 9
CCCC(=O)Nc1ccc(C(=O)NNC(=O)COc2ccc(Br)c(C)c2)cc1
  -6%, 2%, 4, 6, 8%, -21%, 0%, 12%, 4
CCCn1nc(C(=O)NNC(=O)c2ccc(OC(F)F)cc2)c2ccccc2c1=O
  -7%, 2%, 16, 4, 1%, -2%, -2%, 2%, -9
CC(=O)c1c(C)[nH]c(C(=O)OCC(=O)N(C)c2c(N)n(Cc3ccccc3)c(=O)[nH]c2=O)c1C
  -14%, ?, 9, -1, 22%, 9%, 8%, 28%, 2
Cc1csc(N/N=C/c2ccc(O)c([N+](=O)[O-])c2)n1
  -6%, ?, -54*, -10, 2%, -9%, 3%, 8%, 9
CC(=O)C1=C(O)CCCC1=NCc1nc2ccccc2[nH]1
  -10%, -2%, -8, -3, -2%, -2%, 15%, -1%, -9
CC1(c2nnc(-c3ccncc3)o2)CC(c2ccc(Cl)cc2)=NO1 (centres undefined)
  -8%, 10%, 17, 5, -1%, -1%, -14%, 2%, -10
CCCCn1c(N)c(N(CC)C(=O)/C=C/c2ccco2)c(=O)[nH]c1=O
  -4%, 16%, -16, 2, 11%, 4%, 13%, 0%, -8
CCOc1ccc(OCC)c(NC(=O)C2CCCN(S(=O)(=O)c3cccs3)C2)c1 (centres undefined)
  18%, 0%, 3, 2, 2%, -2%, -29%, 2%, -25
CCOC(=O)c1cc(C)sc1NC(=O)C1CCC1
  3%, 6%, 13, -1, ?, 27%, 1%, 1%[9.24 µM], -10
Cc1c(C)n(-c2ccccc2)c2ncnc(NCCCN(C)C)c12
  -8%, -5%, -19, -10, -7%, 13%, 1%, -2%, -8
O=C(CCCSc1nnnn1-c1cccc2ccccc12)c1ccc(F)cc1
  -3%, ?, 12, 7, ?, 10%, -8%, -5%, -4
Cc1cccc(C(=O)Nc2cccc(OCC(=O)O)c2)c1
  2%, ?, 2, 0, -5%, 13%, -14%, -3%, 2
N#CCC(=O)Nc1ccc(C(=O)OCC(=O)NC2CCCc3ccccc32)cc1 (centres undefined)
  -2%, 4%, 48, -2, 10%, -38%[inhibitor], 7%, 13%, 5
COc1ccc(C2NC(=O)c3ccccc3N2)c(OC)c1OC (centres undefined)
  ·, ?, -11, 2, ?, 3%, ?, -16%, 21
COC(=O)c1cc(COC(=O)c2nc3nc(C)cc(C)n3n2)oc1C
  -7%, 7%, -6, 3, 1%, -5%, -1%, 16%, 7
COc1ccc(N(CC(=O)NC2CCCC2)C(=O)Cn2nnc(-c3ccc(C)o3)n2)cc1
  -1%, ?, -13, -2, -21%, 10%, 6%, 1%, 10
N=C1c2ccccc2CN1NC(=O)COc1ccc(Cl)cc1
  135%[1.84 µM], 14%, -9, -5, 0%, -4%, 12%, -1%, 8
O=C(COc1ccc(Cl)cc1Br)N1CCN(c2ccccc2)CC1
  3%, -27%, 0, -5, -7%, -1%, 1%, 1%, ?
Cc1ccc(NS(=O)(=O)c2ccc(-c3cnc(C4CC4)o3)cc2)cc1
  18µM*, ?, -9, -2, ?, 25%, 18µM*, ?, 17
CCOc1ccc(C(=O)NCC(=O)OCC(=O)N2C(C)CCCC2C)cc1 (centres undefined)
  -5%[9.22 µM], -4%, 15, -3, 1%, 4%, 1%, 3%, 0
COc1ccc(C=Nc2ccc3[nH]ncc3c2)c(O)c1
  -10%, 29%, 21, 3, -18%, 9%, 18%, -18%, 14
COc1cccc(C(=O)NCC2(c3ccccc3)CCCC2)c1OC
  -5%, 5%, 5, 6, -17%, 15%, -2%, 0%, 18
COCCn1c(=O)[nH]c(=O)c2c1nc(-c1cc(Br)c3c(c1)OCO3)n2Cc1ccccc1
  2%, ?, 0, 4, -26%, ?, 2%, -14%, 31
Cc1ccnn1Cc1cc(C(=O)O)c2ccccc2n1
  -5%, ?, 7, 10, 0%, 0%, 24%, -7%, 20
CCn1c(COc2ccc(=O)n(-c3ccccc3)n2)nnc1SCc1cccc(OC)c1
  -8%, 16µM*, -2, -7, -4%, 0%, 19%, -6%, -8
CCOc1cc(/C=C2\CCCc3c2nc2ccccc2c3C(=O)O)ccc1OC
  ?, -9%, 14, -11, 18%, 8%, -3%, -2%, 35
CCOC(=O)c1cc(-c2ccncc2)nc2c1c(C)nn2-c1ccccn1
  16%, ?, 4, 1, -11%, 10%, -11%, -22%, -13
O=C1CC(N2CCSCC2)C(=O)N1c1ccc(Br)cc1 (centres undefined)
  -37%[inhibitor], 4%, 25, -2, 12%, -1%, 2%, -1%, 4
CC[C@H](C)[C@H](NC(=O)c1ccc(Cl)cc1)C(=O)OCC(=O)c1ccc2c(c1)NC(=O)CO2
  ?, ?, 9, 2, ?, -4%, ?, ?, -4
O=C1CSC(=NC2CCCCC2)N1
  2%, -9%, -6, 1, -1%, -6%, -8%, 1%, -96*
Cc1ccc(Nc2nc(CSc3nnc(-c4ccccc4C)n3C)cs2)cc1
  -65%[inhibitor], 6.5µM*, 0, -6, -13%, -2%, ?, -6%, ?
O=C(COC(=O)Cn1nc(-c2ccccc2)oc1=O)Nc1ccc(F)cc1
  0%, 4%, -1, 1, 19%, -15%, -7%, 9%, 27
COc1cccc(CN2CC(C(=O)N3CCCCCCC3)CCC2=O)c1 (centres undefined)
  21%, 17%, -1, 2, 9%, -1%, 11%, 1%, 0
O=C(COC(=O)c1ccc(Cl)nc1)Nc1ccc2c(c1)CCC2
  -1%, 0%, -11, -7, -1%, 1%, -1%, 9%, 0
COc1cccc(NC(=O)CN(C)C(=O)c2c(C)nn(CC(C)C)c2Cl)c1
  -2%, 0%, 4, -9, 0%, -2%, -8%, -2%, 0
CCOc1ccccc1N1CCN(C(=O)CN2C(=O)NC3(CCCC3)C2=O)CC1
  -7%, ?, 34, 5, 8%, -30%[inhibitor], 3%, 16%, -1
CC1CCCCC12NC(=O)N(CC(=O)Nc1ccc3[nH]c(=O)[nH]c3c1)C2=O (centres undefined)
  0%, 2%, -4, 3, 4%, 15%, 20%, 3%, 10
Cc1cc(C)c(OCCOCCN2CCCC2)c(C)c1
  -1%, 0%, 1, -10, -2%, 13%, -8%, -6%, -4
Nc1ncnc2c(C3OC(CO)C(O)C3O)scc12 (centres undefined)
  ?, ?, 0, -1, 0.037µM*, -5%, 0.1µM*, 0.26µM*, -116*
O=S(=O)(NCC1CCCO1)c1ccc2c(c1)OCCO2 (centres undefined)
  0%, 14%, 3, -6, 11%, -6%, -3%, 16%, 0
O=C(Nc1nnc(-c2ccc(Cl)cc2)o1)Nc1ccccc1F
  -5%, 18%, 2, -2, -2%, 2%, 16%, 17%, -9
Cc1ccc(NC(=O)CSc2nnc(CNC(=O)c3cccs3)o2)c(C)c1
  -14%, 0%, -6, -1, 1%, -5%, 14%, 2%, 0
CCOc1c(Cl)cc(CNCC(O)c2ccccc2)cc1OC (centres undefined)
  5%, 2%, -7, -3, -13%, 10%, ?, -19%, -8
Cc1cc(OC(=O)c2ccc(C(C)(C)C)cc2)c([N+](=O)[O-])c(=O)[nH]1
  -7%, 21%, 13, -2, 3%, -4%, 0%, 7%, 14
Cc1ccc(S(=O)(=O)NC(CC(C)C)C(=O)N2CCCCCCC2)cc1 (centres undefined)
  -53%[inhibitor], ?, 4, 1, -18%, 17%, -27%, -21%, -17
c1ccc(C2=NNC(c3ccccn3)=NN2)nc1
  ?, -1%, -3, -6, -15%, -4%, -5%, -15%, ?
O=C(C1CCCN1S(=O)(=O)c1ccc(Cl)cc1)N1CCOCC1 (centres undefined)
  -3%, -28%, -1, -5, 1%, 1%, -1%, 3%, 9
CN(C)CCNC(=O)COc1cccc2c1OC(C)(C)C2
  14%, 0%, 0, -5, 12%, -1%, 1%, 11%, 8
COc1ccc(OC)c(/C=C/C(=O)NCCc2nc3ccccc3[nH]2)c1
  1%, -16%, -4, -23, -15%, 21%, 25%, -1%, 6
COc1ccc(CCC(C)N(C)Cc2ccccc2)cc1 (centres undefined)
  -7%, -16%, -22, -6, -2%, 13%, -1%, -4%, -4
COc1cccc(Nc2nc(C(N)Cc3ccc(C(F)(F)F)cc3)cs2)n1 (centres undefined)
  ·, 6%, 19, 3, 23µM*, -13%, 0%, 13µM*, ?
Cc1ccc(S(=O)(=O)N2CCC(=O)N(CCOCc3cccc(F)c3)CC2)cc1
  -10%, 0%, 17, 2, 8%, -7%, -7%, 14%, -4
Clc1ccc(OCc2nn3c(C4CCCCC4)nnc3s2)c(Cl)c1
  -29%, ?, 0, 3, 16%, -14%, 1%, 14%, -3
COc1cc(-c2nnc(-c3cc(-c4ccccc4)nc4ccccc34)o2)cc(OC)c1OC
  -6%, -2%, 35, 20, -8%, -2%, 24%, 9%, -12
CN(C1CCCCC1)S(=O)(=O)c1ccc(NC(=S)NC(=O)c2cccs2)cc1
  ?, ?, -17, -30, 7.9µM*, -2%, ?, 2.5µM*, -18
O=C(O)[C@@H]1Cc2ccccc2N1
  -10%, -1%, 18, 4, 3%, -2%, 7%, 3%, 12
CCCCCc1nnc(NC(=O)c2ccc(N3CCCC3=O)cc2)s1
  -4%, ?, 3, 4, 9%, -6%, -7%, 1%, -8
COc1ccccc1OCC(=O)Nc1ccc(Cl)cc1
  -4%, ?, -14, -3, 0%, 5%, -23%, 6%, -11

2 records picked at random from the list so far, as already listed:
Value order: SW480 rerep, KB-V1 MDR tox, D3 antag, DRD3 agonist, HT1080 IDH1KD tx, GLP-1R agonist, KB-3-1 tox, HT1080-NT tox, IL-1B inflam inh
COc1ccc(CCC(C)N(C)Cc2ccccc2)cc1 (centres undefined)
  -7%, -16%, -22, -6, -2%, 13%, -1%, -4%, -4
O=C(O)[C@@H]1Cc2ccccc2N1
  -10%, -1%, 18, 4, 3%, -2%, 7%, 3%, 12
